ERAP1 HTS inh = ERAP1 (human) enzyme inhibition; Q9NZ08; recombinant ERAP1, Leu-AMC fluorescence, 60 min; inhibition, % at 10.7 µM; 340,000 tested, 0.15% active; AID 652197;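 active = mean replicate inhibition of at least 30%, or all replicates individually reaching that 30% level; inactive = mean below 30% and not every replicate reaching it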;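 note: 0% = neutral control wells and 100% = L-leucinethiol positive control wells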
Target sequence (Q9NZ08 whole entry, looked up): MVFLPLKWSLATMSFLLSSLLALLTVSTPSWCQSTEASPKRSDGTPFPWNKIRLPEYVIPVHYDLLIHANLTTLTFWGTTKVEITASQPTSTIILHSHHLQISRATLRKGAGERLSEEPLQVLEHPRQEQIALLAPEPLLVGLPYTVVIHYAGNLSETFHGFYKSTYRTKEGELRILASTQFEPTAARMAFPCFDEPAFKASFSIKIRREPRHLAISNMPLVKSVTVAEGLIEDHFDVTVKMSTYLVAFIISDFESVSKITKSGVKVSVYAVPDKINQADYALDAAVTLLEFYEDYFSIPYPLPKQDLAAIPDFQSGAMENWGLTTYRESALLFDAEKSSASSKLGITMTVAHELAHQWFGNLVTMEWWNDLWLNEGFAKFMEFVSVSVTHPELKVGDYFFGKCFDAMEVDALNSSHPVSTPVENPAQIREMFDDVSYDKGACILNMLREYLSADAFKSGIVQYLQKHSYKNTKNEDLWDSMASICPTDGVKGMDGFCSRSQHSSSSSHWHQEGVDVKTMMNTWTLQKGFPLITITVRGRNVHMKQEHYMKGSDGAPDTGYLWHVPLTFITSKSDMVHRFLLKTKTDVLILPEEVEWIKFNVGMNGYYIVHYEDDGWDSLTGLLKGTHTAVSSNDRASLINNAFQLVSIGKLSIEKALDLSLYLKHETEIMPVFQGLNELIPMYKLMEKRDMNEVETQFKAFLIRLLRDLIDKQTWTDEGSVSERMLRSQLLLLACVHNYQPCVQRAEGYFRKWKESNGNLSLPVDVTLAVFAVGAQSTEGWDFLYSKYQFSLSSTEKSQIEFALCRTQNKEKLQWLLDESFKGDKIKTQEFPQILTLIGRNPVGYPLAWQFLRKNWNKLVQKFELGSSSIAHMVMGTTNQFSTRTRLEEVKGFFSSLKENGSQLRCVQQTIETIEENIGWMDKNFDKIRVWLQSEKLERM
PglD inh = PglD (C. jejuni) enzyme inhibition; purified PglD enzyme, DTNB colorimetric CoA detection; 360,000 tested, 0.098% active; inhibition, % at 12.5 µM; AID 602405; in the data active = inhibition above about 16%, passing the limit was not always enough; inconclusive = no clear call, values can overlap the other calls; note: strong numbers were not always called active
EWS-Fli inh = blocks EWS/Fli oncoprotein-driven transcription; A673 NR0B1-luciferase reporter, viability-normalised; inhibition, % at 12.6 µM; 350,000 tested, 0.67% active;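 active = mean inhibition of at least 50% after viability correction, with every replicate also passing that limit; inconclusive = mean reaches 50% but only one of two replicates passes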;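 note: firefly luciferase signal divided by Alamar Blue viability fluorescence both relative to DMSO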
LGR2 antag = inhibitors of bursicon-induced Drosophila LGR2 receptor cAMP signaling. HEK293 LGR2, CRE-luciferase, bursicon-stimulated, 4 h. inhibition, % at 9.99 µM. 380,000 tested, 0.35% active. AID 720647;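 active = drop in luminescence signal, shown as inhibition above about 50% in the replicate tests, limit read from the data, passing the limit was not always enough; inconclusive = probably only some replicates passing the limit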;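 note: agonist challenge used bursicon conditioned medium at about half maximal strength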
PAX8 reporter = PAX8 transcriptional activity inhibition | RMG-I TPO-luciferase reporter, SteadyGlo, 24 h | inhibition, % at 12.6 µM | 360,000 tested, 1.2% active | AID 652154;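 active = mean replicate inhibition at least 60% with every replicate also reaching 60%; inconclusive = only one of the two criteria is met; inactive = mean below 60% and not all replicates reaching 60%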;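 note: luciferase light reporting Pax8 driven TPO promoter activity; plate controls were median of neutral control wells for no effect and mitoxantrone controls for full effect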
FN deposit inh = fibronectin deposition inhibition; AH1F fibroblasts, Alexa488-fibronectin deposition fluorescence, overnight; 350,000 tested, 0.086% active; AID 743247; inhibition, % at 12.6 µM;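 active = mean inhibition across replicates of 30% or more, regardless of how many single replicates reach that level; inconclusive = mean under 30% yet at least half of replicates reach 30%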;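 note: positive control wells lacked labelled fibronectin entirely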
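Material: AH1F fibroblast monolayer depositing Alexa488-labelled fibronectin into matrix / Amount: 10000 AH1F cells per well / Signal: fluorescence 485/525 nm / Medium: DMEM, 2% serum / Compound: single dose, pinned / Incubation: 1 h cell adhesion before compound, then overnight fibronectin incubation / Reagent: Alexa488-FN, 24 nM final / Read-out: inhibition of fibronectin deposition signal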
S100A4 inh HTS = blocks human S100A4 binding to myosin IIA peptide; P26447; inhibition, % at 10.7 µM; 360,000 tested, 0.14% active; S100A4/TAMRA-MyoIIA peptide fluorescence polarization; AID 652163;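 active = mean inhibition of at least 70% across replicates, with every replicate also reaching that level; inconclusive = mean inhibition reaches 70% but some replicates fall short; inactive = mean inhibition below 70%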
Target sequence (P26447 whole entry, looked up): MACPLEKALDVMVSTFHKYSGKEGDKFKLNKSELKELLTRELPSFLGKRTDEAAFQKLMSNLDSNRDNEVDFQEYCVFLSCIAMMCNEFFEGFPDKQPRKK
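Material: S100A4 monomer protein | Medium: HEPES pH 7.2 with CaCl2, KCl, NaCl, DTT, Triton | Reagent: Labelled myosin peptide probe, 5 nM | Doses: One dose per compound | Times: 5 min incubation before reading | Benchmarks: Neutral control DMSO, positive control TFP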
PGC1a acetyl inh = modulators of PGC1a acetylation. U2OS PGC1a acetylation, AlphaScreen anti-acetyl-lysine; with virally co-expressed GCN5 acetyltransferase. 350,000 tested, 0.17% active. inhibition, % at 15.6 µM. AID 651687;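 active = every replicate shows inhibition of at least 40%; inconclusive = mean inhibition at least 40% but some replicate below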;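 note: 0% = neutral control wells and 100% = positive control wells; some results beyond the cut were filed as inactive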
An asterisk follows results filed as active; ? = inconclusive; . = no result given.

SMILES | ERAP1 HTS inh | PglD inh | EWS-Fli inh | LGR2 antag | PAX8 reporter | FN deposit inh | S100A4 inh HTS | PGC1a acetyl inh
C[C@H]1CCCCO[C@H](CN(C)C(=O)Nc2ccc3c(c2)OCO3)[C@@H](C)CN([C@@H](C)CO)C(=O)c2cc(NC(=O)c3ccccc3)ccc2O1 | 2.3 | 2.3 | -17.5 | 16.6 | -21.9 | . | 3.2 | -7.2
CCC(C)(C)NC(=O)C(c1ccncc1)N(C(=O)Cn1nnc2ccccc21)c1cc2c(cc1C(C)=O)OCO2 (stereo unspecified) | 4.7 | 2.3 | -5.8 | 17.6 | 19.4 | -0.5 | -1.2 | -0.4
COc1ccccc1CNC(=O)C[C@H]1C=C[C@H](NC(C)=O)[C@@H](CO)O1 | 1.7 | 1.7 | -3.6 | 19.4 | 7.6 | 10.7 | -7.8 | 3.6
Fc1cccc(Nc2nc(-c3ccncc3)nc3ccccc23)c1 | -1.3 | -8.3 | 7.4 | . | 22.2 | -0.2 | 5.8 | -8.5
Cc1ccc(CS(=O)(=O)c2ncc(Cl)c(C(=O)Nc3ccc(OC(F)F)cc3)n2)cc1 | 0.6 | -2.3 | 48.9 | -32.4 | 21.2 | 25.4 | -2.7 | .
CCOc1ccc(NC(=O)COc2ccc(C(=O)NC(C)c3ccc(S(N)(=O)=O)cc3)cc2OC)cc1 (stereo unspecified) | 1.7 | 1.0 | 3.9 | -5.3 | -1.5 | 1.0 | -3.5 | -4.2
COc1ccccc1NC(=O)CN1CCSc2ccccc21 | 0.3 | . | 3.9 | -1.5 | 29.5 | . | -8.7 | .
Cc1cc(NC(=O)c2ccc(Cl)cc2)n(CCOC(=O)c2ccc(Cl)cc2)n1 | . | 0.9 | . | 13.1 | 9.3 | -4.6 | . | -18.1
CCOC(=O)N1CCC(NC(=O)c2cc(COc3ccccc3SC)on2)CC1 | 4.1 | 0.7 | 0.9 | -24.6 | -25.3 | . | -0.9 | 1.8
CC1COc2ccccc2N1C(=O)c1cccnc1Cl (stereo unspecified) | -1.9 | 0.7 | -1.5 | . | 11.8 | 7.5 | -1.9 | -1.8
CCN(C(=O)COC(=O)C1=COCCO1)c1ccccc1 | 5.6 | 2.1 | -2.9 | 6.3 | 9.5 | -5.2 | -5.0 | -1.9
C[C@@H]1CN([C@@H](C)CO)C(=O)c2cccc(N(C)C)c2O[C@H]1CN(C)Cc1ccc(-c2ccccc2)cc1 | 4.4 | 4.8 | . | -4.8 | 27.7 | . | -48.4 | -16.2
CC(c1nc2ccccc2n1Cc1ccccc1)n1c(-c2cnccn2)nc2ccccc21 (stereo unspecified) | . | . | -2.1 | -5.2 | 2.7 | -2.7 | 0.5 | .
CC(C)(C)OC(=O)NCCCCCC(=O)N/N=C/c1coc2ccccc2c1=O | -0.2 | . | -8.8 | 4.6 | -55.4 | 7.6 | 1.7 | 3.8
CCC(C)CN1C(=O)CSCC1(C)C(=O)NCc1ccccc1 (stereo unspecified) | -0.4 | . | -3.3 | 7.7 | 1.4 | -4.7 | -1.8 | .
Cc1cccc(OCCCN2CCOCC2)c1 | -2.1 | -4.5 | -9.7 | -4.7 | -6.4 | 4.3 | -4.3 | -1.1
COc1ccc(/C=C/c2nc3ccccc3c(=O)o2)cc1 | 1.3 | -0.6 | 71.0* | 90.3* | 84.2* | 11.9 | 0.3 | .
Cc1cc(NC(=O)COC(=O)C2=NN(c3ccccc3)C(=O)CC2)c([N+](=O)[O-])cc1C | -1.6 | -1.9 | 5.0 | -3.4 | -8.9 | -4.3 | 2.6 | 3.1
CCSc1ccc(-c2ccc(C)cc2)nn1 | -2.9 | . | -10.5 | -19.2 | -123.5 | 5.5 | -4.1 | 2.7
COc1ccc(-n2c(Cn3c(=O)sc4ccccc43)nnc2SCC(=O)N2CCOCC2)cc1 | . | -6.5 | -17.9 | 18.3 | 5.0 | -17.5 | 6.0 | .
CCOC(=O)Cn1c(-c2ccc(OC)cc2)c(-c2ccc(OC)cc2)nnc1=O | 11.8 | -1.5 | 26.5 | . | 20.0 | 0.4 | -1.7 | 8.8
CC(NC(=O)COc1ccc(Br)cc1)C(=O)O (stereo unspecified) | 1.5 | -3.1 | . | 2.5 | . | . | -0.4 | 0.2
CO[C@H]1CN(C)C(=O)c2ccc(NC(=O)Nc3ccc(Cl)cc3)cc2OC[C@H](C)NC[C@H]1C | . | . | 14.2 | 10.3 | . | -6.4 | . | 11.7
COC(=O)c1ccc2c(=O)n(CCN3CCOCC3)c(SCC(=O)Nc3ccc(C)cc3)nc2c1 | 3.5 | 1.6 | 0.4 | -5.4 | -0.3 | 15.0 | -0.1 | -1.8
Cc1cccc(NC(=O)CNC(=O)CN2CCN(C)CC2)c1C | -2.3 | -4.5 | -5.9 | 2.1 | -10.4 | 1.5 | 0.4 | -0.6

The list continues.
SMILES | ERAP1 HTS inh | PglD inh | EWS-Fli inh | LGR2 antag | PAX8 reporter | FN deposit inh | S100A4 inh HTS | PGC1a acetyl inh
COc1ccc(-c2cn(-c3ccc(C)cc3C)c(=O)[nH]2)cc1OC | 0.8 | 0.7 | 5.0 | 1.7 | . | -2.0 | 10.6 | 3.1
CCc1ccccc1NC(=O)COc1ccc2c(c1)OCO2 | -0.2 | 1.4 | 2.0 | . | -44.1 | 5.2 | 0.0 | .
COC(=O)C1C(c2ccc(Cl)cc2)NC(c2ccc(Cl)cc2)C(C(=O)OC)S1(=O)=O (stereo unspecified) | 0.7 | 0.4 | 17.4 | 9.5 | . | . | -1.6 | -16.8
OCCC1CN(Cc2cnc(-c3ccc(Cl)cc3)nc2)CCN1C1CCCCC1 (stereo unspecified) | . | . | -0.3 | 0.1 | -13.7 | 6.5 | 21.7 | .
Cc1ccc(N2CC(C(=O)OCC(=O)Nc3cccc(Cl)c3C)CC2=O)cc1 (stereo unspecified) | 0.2 | -7.5 | -3.9 | 0.1 | -3.6 | 0.0 | 0.4 | 1.7
CC1CCC(NC(=O)c2ccc(N3CCCC3=O)cc2)CC1 (stereo unspecified) | . | 1.0 | . | -29.6 | . | -1.2 | . | -19.1
C[C@H]1CN([C@@H](C)CO)C(=O)c2cc(NS(C)(=O)=O)ccc2O[C@H]1CN(C)S(=O)(=O)c1cccs1 | 0.1 | -1.7 | -1.4 | -1.6 | . | -3.6 | -2.1 | 5.6
CN(CC(=O)Nc1ccc(OC(F)(F)F)cc1)C(=O)/C=C/c1ccco1 | -1.4 | 4.3 | 1.5 | -0.1 | -3.4 | -2.2 | -2.8 | -1.7
Cc1ccc(NC(=O)C2C3C=CC4(O3)C2C(=O)N(CCCN2CCCC(C)C2)C4C(=O)NC2CCCCC2)cc1 (stereo unspecified) | -1.8 | -5.3 | 3.8 | 10.0 | -5.6 | 1.3 | -4.7 | -6.9
C/C(=N\N1CCN(Cc2ccc(Cl)cc2)CC1)c1ccc(F)cc1 | 3.0 | -1.4 | -1.1 | -1.4 | -0.9 | -4.8 | -4.9 | 6.7
O=C(C[C@@H]1C/C=C\CC[C@@H](Cc2ccc(F)cc2)C(=O)OC[C@@H]2CCCN2C1=O)N[C@H](CO)Cc1ccccc1 | -7.8 | -1.5 | 9.2 | ? | -9.8 | -7.4 | 4.2 | -2.7
CNC[C@@H]1Oc2ccc(NC(=O)Cc3ccccc3)cc2CC(=O)N([C@@H](C)CO)C[C@H]1C | 2.6 | 0.6 | -11.8 | 1.8 | -4.4 | 3.9 | -2.2 | -3.6
O=C(NC1CCCC1)c1ccc(CS(=O)(=O)c2ccc(Br)cc2)o1 | . | 2.0 | 5.6 | 11.7 | -3.3 | -29.1 | -2.7 | 0.9
CCN([C@H](CO)CC(C)C)S(=O)(=O)c1ccccc1 | 0.8 | 2.6 | 1.0 | 4.5 | -6.4 | . | -17.7 | 3.6
CCOC(=O)CC1COCCN1C(=O)c1cc(COc2ccc(F)c(F)c2)on1 (stereo unspecified) | 1.9 | . | -51.5 | -19.9 | -23.2 | 3.6 | -3.1 | .
COc1ccccc1NC(=O)N1C[C@@H](O)COC[C@@H]2O[C@@H](CC(=O)NCCc3ccccc3)CC[C@H]21 | -1.8 | 4.0 | 1.7 | -5.1 | 9.3 | -8.6 | 2.4 | -0.7
CS(=O)(=O)Nc1cccc(C2=NN(C(=O)c3ccco3)C(c3cccs3)C2)c1 (stereo unspecified) | 0.4 | -1.3 | 13.7 | -0.9 | 9.7 | . | -0.6 | 2.5
CCC(C)NC(=O)c1cc(C)no1 (stereo unspecified) | . | -0.2 | . | . | 10.6 | 0.5 | . | -1.2
O=C(CSC(=S)N1CCCC1)c1ccccc1 | -5.3 | 1.8 | 7.5 | -16.8 | . | -6.6 | 2.5 | 10.3
CC(C)c1nc2cc(C(=O)N3CCN(c4cnccn4)CC3)ccc2o1 | -7.0 | -2.1 | . | 5.4 | -25.9 | 1.1 | 1.1 | .
Cc1cccc(CCNS(=O)(=O)c2ccc3c(c2)NC(=O)C(C)S3)c1 (stereo unspecified) | 0.5 | 4.0 | . | -14.1 | 3.5 | -1.5 | -6.0 | -8.2
C/C=C/c1ccc([C@@H]2[C@@H](CNC(C)=O)N(C(=O)Cc3cccnc3)[C@H]2CO)cc1 | . | 3.8 | -4.0 | -6.6 | -14.4 | -13.2 | . | -1.7
O=C(NCc1ccc(F)cc1)c1cccc(S(=O)(=O)N2CCOCC2)c1 | -7.5 | 2.3 | 6.6 | -7.7 | -3.5 | 3.5 | -9.0 | 3.0
CC(C(=O)Nc1ccccc1-c1ccccc1)N1CCN(Cc2ccccc2)CC1 (stereo unspecified) | -3.8 | . | 5.0 | -6.7 | 2.7 | -4.4 | -3.7 | -29.9
O=C(Nc1ccccc1)N1CC(=O)N2[C@@H](CO)[C@H](c3ccc(C#CC4CCCC4)cc3)[C@@H]2C1 | -2.9 | . | -2.6 | -7.2 | . | -9.4 | -2.2 | 7.6
COc1cccc(NC(=O)c2cccc(C(=O)Nc3cccc(OC)c3)n2)c1 | 1.5 | 5.5 | -13.7 | 6.3 | . | -4.7 | -2.2 | 0.0
CCC(C)C(NC(=O)c1ccccc1)C(=O)Nc1ccc(S(=O)(=O)Nc2cc(C)nc(C)n2)cc1 (stereo unspecified) | -4.6 | 0.2 | -3.8 | 6.8 | -6.3 | -9.4 | -9.3 | 6.5
COc1ccc(OC)c(Nc2nc(N)c([N+](=O)[O-])c(NC3CCCCC3)n2)c1 | -1.0 | 3.4 | 9.9 | -5.0 | 2.4 | 6.3 | 0.8 | .
CN(C(=O)c1ccc(N2CCCCC2)c([N+](=O)[O-])c1)C1CCS(=O)(=O)C1 (stereo unspecified) | 4.2 | 0.6 | 2.7 | 11.2 | 20.2 | 6.2 | -0.2 | 2.7
CCCNC(=O)N(C)C[C@H]1Oc2ncc(-c3ccccc3F)cc2C(=O)N([C@H](C)CO)C[C@@H]1C | -1.8 | 0.5 | 1.0 | 11.7 | 6.7 | 2.4 | 6.4 | -8.0

Limited to PAX8 reporter, ERAP1 HTS inh and FN deposit inh (2 entries from above):
molecule	PAX8 reporter	ERAP1 HTS inh	FN deposit inh
CC(C)c1nc2cc(C(=O)N3CCN(c4cnccn4)CC3)ccc2o1	-25.9	-7.0	1.1
CNC[C@@H]1Oc2ccc(NC(=O)Cc3ccccc3)cc2CC(=O)N([C@@H](C)CO)C[C@H]1C	-4.4	2.6	3.9

Screens as filed in PubChem BioAssay.
